Screens from PubChem.
CCR6 antagonist = blocks CCL20-driven beta-arrestin recruitment at human CCR6 | P51684 | CHO-K1 CCR6 PathHunter beta-arrestin, luminescence, CCL20-stimulated | inhibition, % at 20 µM | 340,000 compounds, 0.49% hits | AID 493098;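 active = compounds whose inhibition of the agonist-driven luminescence signal at 20 µM reaches about 50%, limit read from the data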;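 note: cells stimulated with CCL20 at 14 nM final; plate controls were DMSO with CCL20 for no effect and DMSO without agonist for full effect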
Target sequence (P51684 whole entry, looked up): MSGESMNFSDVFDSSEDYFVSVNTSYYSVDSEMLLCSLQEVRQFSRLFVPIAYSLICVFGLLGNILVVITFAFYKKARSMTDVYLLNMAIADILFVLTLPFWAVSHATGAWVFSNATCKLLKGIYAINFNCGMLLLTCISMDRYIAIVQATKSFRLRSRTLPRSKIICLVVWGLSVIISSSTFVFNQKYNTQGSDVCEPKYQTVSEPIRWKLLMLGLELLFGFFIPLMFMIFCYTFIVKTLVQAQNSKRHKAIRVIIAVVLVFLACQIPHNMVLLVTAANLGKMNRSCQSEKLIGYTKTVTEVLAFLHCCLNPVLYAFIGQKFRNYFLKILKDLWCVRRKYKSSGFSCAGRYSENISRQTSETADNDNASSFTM
CXCR6 block = blocks human CXCR6 beta-arrestin recruitment. O00574. CHO-K1 PathHunter CXCR6 beta-arrestin, luminescence. inhibition, % at 20 µM. 360,000 compounds, 0.36% hits. AID 602244; in the data active = inhibition above about 34%, passing the limit was not always enough;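 note: antagonist mode with CXCL16 agonist at 10 nM final; 0% = 10 nM CXCL16 with DMSO and 100% = unstimulated wells without agonist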
Target sequence (O00574 whole entry, looked up): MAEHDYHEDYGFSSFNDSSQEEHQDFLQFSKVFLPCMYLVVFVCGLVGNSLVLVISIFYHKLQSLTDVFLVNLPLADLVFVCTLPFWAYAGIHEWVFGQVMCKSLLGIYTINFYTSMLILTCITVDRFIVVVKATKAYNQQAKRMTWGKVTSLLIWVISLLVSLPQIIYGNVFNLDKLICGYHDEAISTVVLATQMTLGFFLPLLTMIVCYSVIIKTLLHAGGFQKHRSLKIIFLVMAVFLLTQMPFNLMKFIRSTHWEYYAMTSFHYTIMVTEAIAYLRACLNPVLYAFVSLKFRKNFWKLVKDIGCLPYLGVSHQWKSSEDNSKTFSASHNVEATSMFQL
EBI2 antag = blocks human EBI2 receptor beta-arrestin signaling. EBI2 beta-arrestin recruitment, luminescence, 7a,25-OHC stimulated. 360,000 compounds, 0.81% hits. inhibition, % at 5 µM; in the data active = inhibition above about 38%;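 note: enzyme fragment complementation signal reports receptor beta-arrestin coupling in cells; 0% = agonist plus DMSO wells and 100% = wells without agonist; some results beyond the cut were filed as inactive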
Target sequence (P32249 whole entry, looked up, the tested form may be a part): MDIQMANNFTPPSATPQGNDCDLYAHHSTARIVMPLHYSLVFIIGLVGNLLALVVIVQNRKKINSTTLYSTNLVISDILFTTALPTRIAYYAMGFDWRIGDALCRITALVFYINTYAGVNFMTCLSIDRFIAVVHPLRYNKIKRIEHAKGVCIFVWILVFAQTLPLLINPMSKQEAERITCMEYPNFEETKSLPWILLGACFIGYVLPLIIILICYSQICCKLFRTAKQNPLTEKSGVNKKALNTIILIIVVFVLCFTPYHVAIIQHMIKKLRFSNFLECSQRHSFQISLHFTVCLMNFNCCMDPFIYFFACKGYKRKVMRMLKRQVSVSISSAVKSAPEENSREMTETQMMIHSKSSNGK
Numbers without * were called inactive.

Start of the data: the first nine entries as a preview:
`O=C(C(Cl)Cl)N1CC2CCC(CC2)C1` gave CCR6 antagonist 1, CXCR6 block 1 and EBI2 antag -2.
For O=C(OCc1ccccc1)N1CCC2CC1c1c(Cl)cccc12 (configuration not stated) the results were CCR6 antagonist 11, CXCR6 block -7 and EBI2 antag 10.
`COC(=O)C(C(=O)OC)C1C=CCN(C(C)=O)C1` (configuration not stated) gave CCR6 antagonist 10, CXCR6 block 5 and EBI2 antag -4.
For CC[C@]12C(=O)N(C)C[C@H]([C@@H]3C(=O)N(Cc4ccccc4)C(=O)[C@@H]31)N2C(=O)c1ccc(Br)cc1 the results were CCR6 antagonist 5, CXCR6 block 0 and EBI2 antag -8.
CCCCCCCCCCCCCCCC(=O)OCC1OC(n2ccc(N)nc2=O)C(O)C1O (configuration not stated) was read as CCR6 antagonist -1, CXCR6 block -5 and EBI2 antag -14.
`COc1cc2c(cc1OC)-c1cc(OCc3cccnc3)nc(=O)n1CC2` gave CCR6 antagonist 8, CXCR6 block 0 and EBI2 antag -16.
Screening C/C(Cl)=C/Cn1c(SCc2ccc(Cl)cc2)nc2c1c(=O)[nH]c(=O)n2C returned CCR6 antagonist -3, CXCR6 block 0 and EBI2 antag 2.
Screening COc1ccccc1NS(=O)(=O)c1cc(NC(=O)c2ccc(NC(C)=O)cc2)ccc1N1CCOCC1 returned CCR6 antagonist 5, CXCR6 block 1 and EBI2 antag 7.
C(=N\Nc1nc2ccccc2[nH]1)/c1ccccn1 was read as CCR6 antagonist -14, CXCR6 block -10 and EBI2 antag -21.

The list itself, from the start:
`O=C(C(Cl)Cl)N1CC2CCC(CC2)C1` gave CCR6 antagonist 1, CXCR6 block 1 and EBI2 antag -2.
For O=C(OCc1ccccc1)N1CCC2CC1c1c(Cl)cccc12 (configuration not stated) the results were CCR6 antagonist 11, CXCR6 block -7 and EBI2 antag 10.
`COC(=O)C(C(=O)OC)C1C=CCN(C(C)=O)C1` (configuration not stated) gave CCR6 antagonist 10, CXCR6 block 5 and EBI2 antag -4.
For CC[C@]12C(=O)N(C)C[C@H]([C@@H]3C(=O)N(Cc4ccccc4)C(=O)[C@@H]31)N2C(=O)c1ccc(Br)cc1 the results were CCR6 antagonist 5, CXCR6 block 0 and EBI2 antag -8.
CCCCCCCCCCCCCCCC(=O)OCC1OC(n2ccc(N)nc2=O)C(O)C1O (configuration not stated) was read as CCR6 antagonist -1, CXCR6 block -5 and EBI2 antag -14.
`COc1cc2c(cc1OC)-c1cc(OCc3cccnc3)nc(=O)n1CC2` gave CCR6 antagonist 8, CXCR6 block 0 and EBI2 antag -16.
Screening C/C(Cl)=C/Cn1c(SCc2ccc(Cl)cc2)nc2c1c(=O)[nH]c(=O)n2C returned CCR6 antagonist -3, CXCR6 block 0 and EBI2 antag 2.
Screening COc1ccccc1NS(=O)(=O)c1cc(NC(=O)c2ccc(NC(C)=O)cc2)ccc1N1CCOCC1 returned CCR6 antagonist 5, CXCR6 block 1 and EBI2 antag 7.
C(=N\Nc1nc2ccccc2[nH]1)/c1ccccn1 was read as CCR6 antagonist -14, CXCR6 block -10 and EBI2 antag -21.
For O=C1OCCC1=Cc1ccccc1 the results were CCR6 antagonist -9, CXCR6 block -1 and EBI2 antag -4.
`COC(=O)[C@@H](NCc1ccc(OC)c(B(O)O)c1)C(C)C` gave CCR6 antagonist 1, CXCR6 block -3 and EBI2 antag -4.
Screening CC1(O)CC2CC1C(C(=O)O)C2C(=O)O (configuration not stated) returned CCR6 antagonist 8, CXCR6 block 2 and EBI2 antag -8.
`CC(=O)Nc1cc2c(cc1[N+](=O)[O-])-c1ccccc1C2=NO` gave CCR6 antagonist -1, CXCR6 block -8 and EBI2 antag -46.
For N#C/C(=C\C1=C(N2CCOCC2)C(=C/c2cccc([N+](=O)[O-])c2)/CC1)C(=O)Nc1ccccc1F the results were CCR6 antagonist 38, CXCR6 block 29 and EBI2 antag 22.
For O=C(C(=Cc1ccc(F)cc1)c1ccccc1)c1ccc(O)cc1 the results were CCR6 antagonist 13, CXCR6 block 0 and EBI2 antag -3.
For Cc1ccc(S(=O)(=O)N2CCC[C@H]2C(=O)NC2=NCCS2)cc1 the results were CCR6 antagonist -2, CXCR6 block 6 and EBI2 antag -7.
For CSc1ccccc1NC(=O)C(C)N(C)CC(=O)N1CCN(Cc2ccccc2)CC1 (configuration not stated) the results were CCR6 antagonist 17, CXCR6 block -6 and EBI2 antag -3.
`O=C(O)C1C2C=CC(O2)C1C(=O)Nc1ccccn1` (configuration not stated) gave CCR6 antagonist -7, CXCR6 block 0 and EBI2 antag 9.
O=C1NC(=O)C(=Cc2ccccc2[N+](=O)[O-])S1 was read as CCR6 antagonist 4, CXCR6 block 8 and EBI2 antag -1.
Screening CCN(CC(=O)Nc1ccccc1OC)C(=O)COc1ccc(C#N)cc1 returned CCR6 antagonist 13, CXCR6 block -11 and EBI2 antag -1.
For COC(=O)C1C(OC)=CC(=O)C2CCCCC21 (configuration not stated) the results were CCR6 antagonist 6, CXCR6 block 2 and EBI2 antag 0.
`COc1ccc(C=CC(=O)c2ccc([N+](=O)[O-])cc2)cc1` gave CCR6 antagonist 10, CXCR6 block -15 and EBI2 antag 31.
`CCOc1ccc(-n2c(C)nc3c(cnn3-c3ccc(Cl)cc3)c2=O)cc1` gave CCR6 antagonist -12, CXCR6 block -7 and EBI2 antag 14.
Screening CCOC(=O)C=C(OC(=O)c1ccc(OC)cc1)c1ccccc1 returned CCR6 antagonist 18, CXCR6 block 4 and EBI2 antag 4.
For O=C(NCCOC(=O)Nc1cccc2ccccc12)OCc1ccccc1 the results were CCR6 antagonist 22, CXCR6 block 6 and EBI2 antag 1.
`Clc1ccc(C=NNc2ccccn2)c(Cl)c1` gave CCR6 antagonist 4, CXCR6 block 9 and EBI2 antag -6.
`CC1(N=Cc2cc(Cl)ccc2O)COP(=O)(Nc2ccccc2)OC1` (configuration not stated) gave CCR6 antagonist 5, CXCR6 block -1 and EBI2 antag -6.
Screening c1ccc(C2NCCNC2c2ccccc2)cc1 (configuration not stated) returned CCR6 antagonist -1, CXCR6 block -2 and EBI2 antag 3.
`O=C1C(=NO)CCc2ccccc21` gave CCR6 antagonist 18, CXCR6 block -5 and EBI2 antag -38.
`CC(=O)c1ccc(CCCc2ccc(C(C)=O)cc2)cc1` gave CCR6 antagonist 12, CXCR6 block -6 and EBI2 antag 9.
COCCN(C(=O)CSc1nc2ccccc2s1)c1c(N)n(Cc2ccccc2)c(=O)[nH]c1=O was read as CCR6 antagonist 0, CXCR6 block -18 and EBI2 antag -8.
Screening CC(C)(C)c1ccc(C(=O)NC(=S)NNC(=O)c2cccs2)cc1 returned CCR6 antagonist 29, CXCR6 block 17 and EBI2 antag 10.
`CSc1nnc2c(=O)[nH]c(=O)n(C)c2n1` gave CCR6 antagonist -2, CXCR6 block 3 and EBI2 antag -9.
`COc1ccccc1NC(=O)CSc1n[nH]c(-c2ccco2)n1` gave CCR6 antagonist 7, CXCR6 block -4 and EBI2 antag -11.
Screening COc1ccccc1NS(=O)(=O)c1cc(NC(=O)Nc2ccccc2)ccc1N1CCCCC1 returned CCR6 antagonist 0, CXCR6 block -6 and EBI2 antag 9.
Screening O=C1c2ccccc2C(=O)N1c1ccccc1 returned CCR6 antagonist 2, CXCR6 block 0 and EBI2 antag 0.
Screening Cc1ccc(/C(O)=C2/C(=O)C(=O)N(CCCn3ccnc3)C2c2cccnc2)cc1 (configuration not stated) returned CCR6 antagonist 0, CXCR6 block -3 and EBI2 antag 1.
Screening O=C(CNC(=O)OCc1ccccc1)NC(Cc1cnc[nH]1)C(=O)O (configuration not stated) returned CCR6 antagonist 4, CXCR6 block 7 and EBI2 antag 8.
O=S(=O)(c1cc(Cl)ccc1Cl)n1ccnc1 was read as CCR6 antagonist -4, CXCR6 block -3 and EBI2 antag -5.
COc1ccc(NCc2ccc([N+](=O)[O-])s2)c(OC)c1 was read as CCR6 antagonist 19, CXCR6 block -7 and EBI2 antag 13.
`CC12CCC3c4ccc(OCC(=O)O)cc4CCC3C1CCC2=O` (configuration not stated) gave CCR6 antagonist 3, CXCR6 block -6 and EBI2 antag 3.
CC(C)(c1ccc(O)c([N+](=O)[O-])c1)c1ccc(O)c([N+](=O)[O-])c1 was read as CCR6 antagonist 36, CXCR6 block 12 and EBI2 antag -4.
Screening COc1cc2cc(CN(Cc3nnnn3Cc3ccccc3)CC3CCCO3)c(=O)[nH]c2cc1OC (configuration not stated) returned CCR6 antagonist 13, CXCR6 block -4 and EBI2 antag 5.
`CCCC1(C)C(C#N)C(=O)NC(=O)C1C#N` (configuration not stated) gave CCR6 antagonist -2, CXCR6 block 0 and EBI2 antag -6.
For COC(=O)[C@H](Cc1ccccc1)NS(=O)(=O)c1ccc(F)cc1Br the results were CCR6 antagonist 17, CXCR6 block 5 and EBI2 antag -6.
For COC(=O)[C@H](Cc1c[nH]c2ccccc12)NCc1cccc(B(O)O)c1 the results were CCR6 antagonist 22, CXCR6 block -8 and EBI2 antag 0.
Fc1ccc(N=C2NN=C(c3cc(F)ccc3F)CS2)cc1 was read as CCR6 antagonist 5, CXCR6 block -1 and EBI2 antag 34.
`Cc1ccc(-n2c(C)cc(C=C3C(=O)N(C)C(=O)N(C)C3=O)c2C)cc1` gave CCR6 antagonist -4, CXCR6 block 1 and EBI2 antag 7.
For COc1ccc2[nH]c(=O)c(CN(CC3CCCO3)C(=O)Nc3ccc(F)cc3)cc2c1 (configuration not stated) the results were CCR6 antagonist -9, CXCR6 block -8 and EBI2 antag -22.
For COc1cccc(CN(C)C(=O)COc2cccc3c2OC(C)(C)C3)c1OC the results were CCR6 antagonist 15, CXCR6 block -2 and EBI2 antag 0.
Screening C#CC1(O)CCCC2C3CCC4CC(OC(C)=O)CCC4(C)C3C(=O)CC21C (configuration not stated) returned CCR6 antagonist 6, CXCR6 block -1 and EBI2 antag -2.
For CCOC(=O)Nc1ccc2c(CN3C(=O)NC4(CCCC4)C3=O)cc(=O)oc2c1 the results were CCR6 antagonist -46, CXCR6 block -2 and EBI2 antag -21.
CC(C)CNC(=O)COC(=O)c1c2c(nc3ccccc13)/C(=C\c1cccs1)CC2 was read as CCR6 antagonist 0, CXCR6 block 0 and EBI2 antag -12.
`CN(Cc1ccccc1)CC1C2CCC(C2)C1O` (configuration not stated) gave CCR6 antagonist 4, CXCR6 block -3 and EBI2 antag -1.
For O=C(/C=C\Nc1ccc(S(=O)(=O)Nc2ncccn2)cc1)c1ccccc1 the results were CCR6 antagonist 2, CXCR6 block 0 and EBI2 antag -12.
`c1cncc(CNCc2ccco2)c1` gave CCR6 antagonist 2, CXCR6 block 0 and EBI2 antag 1.
Screening CCOc1ccc(CCNC(=O)c2ccc(C)c(S(=O)(=O)N3CCOCC3)c2)cc1OCC returned CCR6 antagonist -2, CXCR6 block -7 and EBI2 antag -3.
`COc1ccc(Cl)cc1CC=NNC(=O)c1cccc(C)c1O` gave CCR6 antagonist 8, CXCR6 block 1 and EBI2 antag 5.
Screening Cc1ccc(S(=O)(=O)c2ccc(NN)cc2)cc1 returned CCR6 antagonist 4, CXCR6 block -11 and EBI2 antag -9.
Screening CN(C)c1cccc(F)c1C(=O)NC(=O)Nc1ccc(Cl)cc1 returned CCR6 antagonist 8, CXCR6 block -2 and EBI2 antag -2.
For CC(C)[C@H](NC(=O)OCc1ccccc1)C(=O)OCC(=O)NCc1ccco1 the results were CCR6 antagonist -5, CXCR6 block -5 and EBI2 antag -6.
For CCOC(=O)N(Cc1ccccc1)C1CC1 the results were CCR6 antagonist 10, CXCR6 block 5 and EBI2 antag 8.
`Cc1ccccc1NC(=O)CN1C(=O)N/C(=C\c2ccccc2OCc2ccc(C(=O)O)cc2)C1=O` gave CCR6 antagonist 12, CXCR6 block 3 and EBI2 antag -11.
Screening CN=C1c2cc3cc(OC)ccc3n2CCN1Cc1ccccc1 returned CCR6 antagonist -6, CXCR6 block 3 and EBI2 antag -4.
`O=C(O)C1(C(=O)O)CCCC1` gave CCR6 antagonist 3, CXCR6 block 6 and EBI2 antag -1.
For COc1ccc(C(=O)CC(=O)C(=O)Nc2ccccc2Cl)cc1 the results were CCR6 antagonist 21, CXCR6 block 10 and EBI2 antag 2.
`CCSc1nnc(NC(=O)CSc2nnc(Cc3cccn3C)n2-c2ccc(F)cc2)s1` gave CCR6 antagonist -3, CXCR6 block -4 and EBI2 antag 3.
Screening O=C(NNC(=O)c1ccncc1)Nc1ccc(Cl)cc1 returned CCR6 antagonist 12, CXCR6 block -5 and EBI2 antag -1.
`O=C(c1ccc2c(c1)C(=O)N(Cc1ccncc1)C2=O)N1CCN(S(=O)(=O)c2ccc(OC(F)(F)F)cc2)CC1` gave CCR6 antagonist -1, CXCR6 block -2 and EBI2 antag 5.
Screening COc1cc(CN(C(C)=O)c2ccccc2C(=O)O)ccc1[N+](=O)[O-] returned CCR6 antagonist 2, CXCR6 block -7 and EBI2 antag -6.
COc1ccc(CCc2ccc3cc(OC)ccc3n2)cc1 was read as CCR6 antagonist 2, CXCR6 block 0 and EBI2 antag 15.
`CCCCN1CC(=O)N2[C@@H]3c4cc(OC)ccc4OC[C@@H]3[C@H](C(=O)OCC)[C@]2(C)C1=O` gave CCR6 antagonist 2, CXCR6 block 0 and EBI2 antag -9.
`OCCNc1nc2ccccc2n1-c1ncnc2sc3c(c12)CCC3` gave CCR6 antagonist 28, CXCR6 block 4 and EBI2 antag -4.
For Nc1ccc2ccccc2c1C(=O)c1ccccc1 the results were CCR6 antagonist 4, CXCR6 block 6 and EBI2 antag -20.
For Cn1cnc2c(ncn2C2OC(CO)C(O)C2O)c1=S (configuration not stated) the results were CCR6 antagonist -3, CXCR6 block -3 and EBI2 antag -6.

Not all compounds are listed; count on the stated rates, not on these rows.
